EBI2 block: EBI2 (human) antagonism. AID 651636. actives 0.81% (n = 360,000). inhibition, % at 5 µM. EBI2 beta-arrestin recruitment, luminescence, 7a,25-OHC stimulated. P32249; in the data active = inhibition above about 38%;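 note: enzyme fragment complementation signal reports receptor beta-arrestin coupling in cells; 0% = agonist plus DMSO wells and 100% = wells without agonist; some results beyond the cut were filed as inactive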
Target sequence (P32249 whole entry, looked up, the tested form may be a part): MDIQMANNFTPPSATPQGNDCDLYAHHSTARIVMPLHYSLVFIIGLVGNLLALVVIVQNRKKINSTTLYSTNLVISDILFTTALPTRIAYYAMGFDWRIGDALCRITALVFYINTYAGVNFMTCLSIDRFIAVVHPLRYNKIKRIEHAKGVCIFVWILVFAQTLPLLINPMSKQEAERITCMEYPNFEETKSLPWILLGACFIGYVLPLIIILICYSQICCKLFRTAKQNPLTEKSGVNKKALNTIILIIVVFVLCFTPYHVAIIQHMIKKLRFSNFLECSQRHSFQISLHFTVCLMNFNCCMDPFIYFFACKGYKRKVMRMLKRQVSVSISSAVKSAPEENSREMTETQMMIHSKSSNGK
SENP8 inh: blocks the human protease SENP8; purified SENP8, Z-RLRGG-aminoluciferin cleavage, luminescence; actives 1.2% (n = 330,000); Q96LD8; inhibition, % at 10 µM
Target sequence (Q96LD8 whole entry, looked up): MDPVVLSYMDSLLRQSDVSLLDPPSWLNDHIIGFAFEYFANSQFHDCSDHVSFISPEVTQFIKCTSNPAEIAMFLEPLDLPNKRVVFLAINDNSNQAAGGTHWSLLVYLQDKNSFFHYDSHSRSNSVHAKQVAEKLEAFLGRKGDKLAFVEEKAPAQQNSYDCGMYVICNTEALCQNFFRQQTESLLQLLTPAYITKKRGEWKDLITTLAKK
697 NFkB inh: inhibitors of the PMA/ionomycin-induced NF-kB reporter in 697 B cells. 697 B-cell NF-kB luciferase reporter, 16 h. inhibition, % at 4 µM. actives 0.33% (n = 330,000). AID 435022; in the data active = inhibition above about 35%
UBC13 inh: human UBC13 polyubiquitination inhibition; P61088; UBC13 polyubiquitin chain formation, TR-FRET; inhibition, % at 20 µM; actives 0.47% (n = 330,000); AID 485273; in the data active = inhibition above about 45%, passing the limit was not always enough
Target sequence (P61088 whole entry, looked up): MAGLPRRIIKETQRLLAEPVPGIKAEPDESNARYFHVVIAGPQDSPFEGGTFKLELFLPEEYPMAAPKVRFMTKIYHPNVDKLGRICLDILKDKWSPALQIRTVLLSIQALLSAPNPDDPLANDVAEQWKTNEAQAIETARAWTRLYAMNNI
Gli-Sufu antag: antagonists of Gli-Sufu signaling. Sufu-KO-LIGHT fibroblasts, Gli luciferase reporter luminescence. inhibition, % at 5 µM. actives 0.74% (n = 340,000). AID 588413;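 active = inhibition above about 55%, limit read from the data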;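 note: 0% = DMSO-treated cells and 100% = wells with medium but no cells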
Apaf-1 inh: blocks human Apaf-1 apoptosome activity; inhibition, % at 20 µM; AID 489030; reconstituted apoptosome caspase-3 activity, DEVD-Rh110 fluorescence; O14727; actives 0.71% (n = 330,000); active = inhibition of at least 40% at 20 µM;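 note: plate controls were DMSO wells for no effect and DEVD-CHO caspase inhibitor wells for full effect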
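Assay system – apoptosome proteins · Medium – Hepes buffer, pH 7.5 · Also added – cytochrome c with DEVD-Rh110 · Timing – 30 min compound preincubation, 50 min activation, room temperature · Detection – Rh110 fluorescence, excitation 480 nm, emission 540 nm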
CCR6 antagonist: antagonists of human CCR6 receptor. P51684. CHO-K1 CCR6 PathHunter beta-arrestin, luminescence, CCL20-stimulated. inhibition, % at 20 µM. actives 0.49% (n = 340,000);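 active = compounds whose inhibition of the agonist-driven luminescence signal at 20 µM reaches about 50%, limit read from the data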;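 note: cells stimulated with CCL20 at 14 nM final; plate controls were DMSO with CCL20 for no effect and DMSO without agonist for full effect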
Jurkat NFkB inh: lowers PMA/ionomycin-induced NF-kB signal in Jurkat cells; PMA/ionomycin-induced NF-kB luciferase reporter, luminescence; inhibition, % at 4 µM; actives 0.53% (n = 330,000); AID 435003
The depositor's hits bear a star; · = not tested or not shown. Cut-off read from the data, not from the text of the source, unless noted: active = inhibition above about 50%; inactive = the rest. Not all compounds are listed. The share of hits here may be higher or lower than overall.

SMILES | EBI2 block | SENP8 inh | 697 NFkB inh | UBC13 inh | Gli-Sufu antag | Apaf-1 inh | CCR6 antagonist | Jurkat NFkB inh
COc1ccc(NC(=O)c2ccc(NCC3CCCO3)c([N+](=O)[O-])c2)cc1 (stereo unspecified) | 2 | 5 | 11 | -16 | 21 | -4 | 12 | -14
O=C(NC1=NCCS1)c1ccc([N+](=O)[O-])cc1Cl | -12 | -10 | -7 | -12 | -3 | 3 | -21 | -21
COc1ccc(OCc2cc(=O)c3ccc4c(c3o2)C=CC(C)(C)O4)cc1OC | -2 | 0 | 14 | 14 | -1 | 25 | 8 | 4
Cc1ccccc1N1CCN(C2CCCN(C(=O)c3cn4c(C)cccc4n3)C2)CC1 (stereo unspecified) | -4 | -16 | -14 | -4 | 27 | 12 | 3 | 0
CSc1ccccc1NC(=O)c1ccoc1C | 0 | -8 | -11 | -20 | -2 | 0 | -5 | -4
c1ccc(-c2ccccc2OCc2nnc3n2CCC3)cc1 | -11 | 0 | 12 | 8 | -6 | -5 | 7 | 10
Cc1nc2cccc(C(=O)Oc3ccc([N+](=O)[O-])cc3)c2o1 | 6 | 1 | 24 | 13 | -15 | -12 | 24 | 2
O=C(/C=C/c1c(F)cccc1Cl)Nc1ccc(S(=O)(=O)Nc2ncccn2)cc1 | 2 | 5 | -11 | -3 | 4 | 7 | 7 | 5
CC(C)N(CC#CCC(O)(c1ccccc1)c1ccccc1)CCO | -5 | 10 | 13 | 4 | 9 | 23 | 19 | 12
CC(C)=CC(=O)Nc1nnc(-c2ccc(F)cc2)s1 | -4 | 7 | -49 | -2 | -28 | 1 | 1 | -41
Cc1nc(N2CCOCC2)c2c(C)c(C(=O)Nc3ccc(F)cc3Cl)sc2n1 | 0 | -6 | 3 | 40 | -5 | 5 | 6 | -8
COc1ccc(S(=O)(=O)NC(C)C(=O)N2CCCCCC2)cc1 (stereo unspecified) | -10 | 3 | -16 | 2 | 19 | -2 | 2 | 0
COC(=O)C1=C(C)N(C)C(=O)NC1c1ccc([N+](=O)[O-])o1 (stereo unspecified) | 8 | 2 | 8 | -10 | -16 | -17 | -21 | 9
Cc1cc(C)c(S(=O)(=O)NCC(c2ccc3c(c2)OCO3)N2CCOCC2)c(C)c1 (stereo unspecified) | -6 | 0 | -5 | -16 | -1 | 1 | 12 | 7
CC1(c2ccc3ccccc3c2)NC(=O)N(CC(N)=O)C1=O (stereo unspecified) | 1 | -6 | 9 | 7 | 2 | -2 | 13 | 10
COc1ccc(-n2nnnc2/C=C/Nc2cc(C(F)(F)F)ccc2OC)cc1 | 3 | 10 | 25 | 4 | -1 | -7 | -9 | 8
C/C=C/C=C\C(=O)Nc1cccc(C2=NOC3(C2)C[C@@H](C(N)=O)N(C(=O)c2cc([N+](=O)[O-])cc([N+](=O)[O-])c2C)C3)c1 (stereo partly specified) | -24 | -6 | 11 | -22 | -3 | 4 | -5 | -3
CC(C)CCNC(=O)c1nnc(Cc2ccc(Cl)cc2)o1 | 4 | -2 | 6 | 4 | 5 | 9 | 8 | 13
CC(C)C[C@H](NC(=O)[C@@H](Cc1ccccc1)n1c(=O)[nH]c2ccccc2c1=O)C(=O)N[C@@H](Cc1ccccc1)C(=O)O | -5 | 0 | 6 | -18 | -1 | -2 | -6 | -8
O=C(Nc1sccc1C(=O)N1CCOCC1)c1cccnc1 | -7 | -11 | 2 | -8 | 4 | -6 | -10 | -1
COc1ccc(NC(=O)CCc2ccccc2)cc1S(=O)(=O)N1CCOCC1 | -4 | -2 | 15 | -6 | -5 | -10 | 10 | 7
CCC(C)N(CCNC(=O)c1ccc2c(c1)NC(=O)c1ccccc1S2)C1CCCCC1 (stereo unspecified) | 3 | -4 | 7 | 52* | 14 | 15 | 31 | 19
CC(CCc1ccccc1)NC(=O)Cn1cccc1C(=O)c1ccccc1 (stereo unspecified) | 7 | 5 | 11 | 0 | -11 | 8 | 23 | -5
Cc1cc(S(=O)(=O)N2CCN=C2c2ccccc2)c(Cl)cc1Cl | -5 | -3 | -11 | 0 | 11 | 0 | 13 | 16
CCc1ccccc1Nc1nc2ccccc2[nH]1 | -20 | -4 | 14 | 7 | 9 | -17 | -24 | 16
(cont.)
SMILES | EBI2 block | SENP8 inh | 697 NFkB inh | UBC13 inh | Gli-Sufu antag | Apaf-1 inh | CCR6 antagonist | Jurkat NFkB inh
CC(C)c1nc2c(s1)CCc1onc(-c3cccc([N+](=O)[O-])c3)c1-2 | 12 | -12 | -4 | 8 | -4 | 10 | 2 | 4
CC(/C=C/c1ccc2c(c1)OCO2)=N/NC(=O)c1ccncc1 | -4 | -3 | -1 | -3 | 1 | -42 | 15 | -15
CNC(=O)CC1C(=O)N(c2ccc(OC)cc2)C(=S)N1NC(=O)c1cccc(F)c1 (stereo unspecified) | -4 | -1 | 2 | 0 | 17 | -15 | -3 | -25
N/C(=N\OS(=O)(=O)c1ccccc1)c1ccccn1 | -7 | 3 | -9 | 5 | 16 | -3 | -10 | 3
CC(C)N(C)S(=O)(=O)c1ccc(NC(=O)C2=COCCO2)cc1 | -4 | -4 | -13 | 8 | -21 | -2 | 10 | -18
CN(C)CCNc1c(N)c(=O)oc2ccccc12 | -5 | 3 | 1 | -1 | 3 | -2 | -3 | 7
CCOC(=O)C1=C(CN2CCN(C(=O)c3ccco3)CC2)NC(=O)NC1c1ccccc1 (stereo unspecified) | -12 | -5 | 10 | 10 | 2 | 1 | 3 | 2
CC(C)c1ccc(/C=C2\SC(=S)N(CCC(=O)NCCCn3ccnc3)C2=O)cc1 | 1 | 17 | 38* | -2 | 9 | 37 | 19 | -8
O=C1CS/C(=C\S(=O)(=O)c2ccc(Cl)cc2)N1 | -1 | 3 | -7 | 0 | 0 | 2 | -5 | 9
O=C(CC(NS(=O)(=O)c1ccc(Cl)cc1)c1ccco1)NC1CCCC1 (stereo unspecified) | -8 | 6 | 9 | 3 | 0 | -4 | 0 | 7
CSc1ccccc1C(=O)Nc1cccc(N(C)S(C)(=O)=O)c1 | -13 | 0 | -12 | -5 | 3 | -2 | -4 | -4
O=C(CCN1C(=O)c2ccccc2C1=O)NC(=S)Nc1ccccc1Cl | 5 | 4 | -3 | 7 | -1 | 6 | 34 | -1
O=C1Nc2ccccc2Oc2cc([N+](=O)[O-])ccc21 | -2 | 6 | 16 | -10 | -23 | 7 | 5 | -7
CC(NC(=O)[C@@H](C)NC(=O)[C@@H]1Cc2ccccc2CN1C(=O)OC(C)(C)C)c1ccccc1 (stereo partly specified) | -2 | 4 | 2 | -8 | 1 | 2 | -9 | -16
CC1(C)CC(NC(=O)c2ccccn2)CC(C)(C)N1O | -15 | 7 | 13 | 5 | -6 | -2 | 26 | 1
Cc1ccc([N+](=O)[O-])cc1NCC(=O)NN | -11 | -3 | 21 | 12 | 10 | -13 | -9 | 12
COC(=O)c1cnc(Oc2c(Cl)cc(N)cc2Cl)cc1C(F)(F)F | 5 | -6 | -1 | 10 | -12 | -5 | -9 | 6
O=C(COc1cccnc1[N+](=O)[O-])N1N=C(c2ccc(Cl)cc2)CC1c1ccco1 (stereo unspecified) | -5 | 3 | 9 | 8 | -14 | 18 | 17 | 9
Cc1ccc(-c2cc(C(=O)NCc3cnn(C)c3)c3cc(Br)ccc3n2)cc1 | 21 | -5 | -54 | -22 | -29 | 10 | 0 | -36
N#CCCn1cc(C(=O)Nc2ccc(C(=O)O)cc2)c(-c2ccc([N+](=O)[O-])cc2)n1 | 0 | 6 | -4 | -2 | -13 | -9 | 12 | 8
COc1ccccc1C(=O)Nc1ccccc1C(=O)NCc1ccco1 | 3 | 6 | 15 | -9 | -16 | 9 | 9 | 16
Cc1ccc(S(=O)(=O)/C(C#N)=C/c2c(Oc3ccc(Cl)cc3)nc3c(C)cccn3c2=O)cc1 | · | -9 | -5 | -14 | · | 18 | · | 7
CC(C)(C)n1nnnc1C(c1ccccc1)N1CCc2ccccc2C1 (stereo unspecified) | -1 | 0 | 2 | -3 | 4 | 12 | 18 | -10
COCC(C)NC(=O)C(C)N1c2cccc3cccc(c23)S1(=O)=O (stereo unspecified) | -7 | -12 | 9 | 2 | 16 | 7 | 7 | 5
Cc1ccc(N(CC(=O)NC2CCCCC2)C(=O)c2ccc(C)s2)cc1 | -2 | -6 | 5 | -3 | 3 | 7 | 23 | -1

Copied from the listing (4 entries):
SMILES | EBI2 block | SENP8 inh | 697 NFkB inh | UBC13 inh | Gli-Sufu antag | Apaf-1 inh | CCR6 antagonist | Jurkat NFkB inh
CNC(=O)CC1C(=O)N(c2ccc(OC)cc2)C(=S)N1NC(=O)c1cccc(F)c1 (stereo unspecified) | -4 | -1 | 2 | 0 | 17 | -15 | -3 | -25
N/C(=N\OS(=O)(=O)c1ccccc1)c1ccccn1 | -7 | 3 | -9 | 5 | 16 | -3 | -10 | 3
CC(C)N(C)S(=O)(=O)c1ccc(NC(=O)C2=COCCO2)cc1 | -4 | -4 | -13 | 8 | -21 | -2 | 10 | -18
CN(C)CCNc1c(N)c(=O)oc2ccccc12 | -5 | 3 | 1 | -1 | 3 | -2 | -3 | 7

Rewritten with two lines to a compound: four of the compounds above
Order of values – EBI2 block | SENP8 inh | 697 NFkB inh | UBC13 inh | Gli-Sufu antag | Apaf-1 inh | CCR6 antagonist | Jurkat NFkB inh
CNC(=O)CC1C(=O)N(c2ccc(OC)cc2)C(=S)N1NC(=O)c1cccc(F)c1 (stereo unspecified)
  -4 | -1 | 2 | 0 | 17 | -15 | -3 | -25
N/C(=N\OS(=O)(=O)c1ccccc1)c1ccccn1
  -7 | 3 | -9 | 5 | 16 | -3 | -10 | 3
CC(C)N(C)S(=O)(=O)c1ccc(NC(=O)C2=COCCO2)cc1
  -4 | -4 | -13 | 8 | -21 | -2 | 10 | -18
CN(C)CCNc1c(N)c(=O)oc2ccccc12
  -5 | 3 | 1 | -1 | 3 | -2 | -3 | 7

Going on with the list:
SMILES | EBI2 block | SENP8 inh | 697 NFkB inh | UBC13 inh | Gli-Sufu antag | Apaf-1 inh | CCR6 antagonist | Jurkat NFkB inh
CCCS(=O)(=O)Nc1c(OC)ccc2c1c(C(=O)OCC)c(C)n2C | 0 | -4 | 21 | 5 | -7 | 5 | -19 | -19
CC(=O)Nc1cc(C(=O)OCc2cccc([N+](=O)[O-])c2)ccc1C | -1 | -7 | -4 | 4 | 0 | -5 | 12 | -16
CC(C)(C)Nc1scc(-c2ccccc2)[n+]1-c1ccccc1 | -8 | -5 | -9 | 3 | 12 | 1 | 10 | -7
O=C(c1ccco1)N1CCN(C(=O)c2ccc(-c3ccc([N+](=O)[O-])cc3)o2)CC1 | 5 | -10 | 6 | -28 | -9 | 7 | 14 | 14
Cc1ccc(F)cc1NC(=O)C1CC(=O)N(CCc2ccccc2)C1 (stereo unspecified) | 3 | -3 | -14 | 4 | -15 | 4 | 4 | -10
CC(C)CC(=O)N1CCN(C(=O)c2cccc(F)c2)CC1 | -4 | 0 | 14 | 8 | -6 | -8 | -16 | 7

Bioassay records (PubChem)
